Assay outcomes: PubChem, several laboratories
KCNK3 inh: human KCNK3 channel inhibition, primary screen; O14649; CHO-KCNK3 thallium flux, FluxOR fluorescence; active compounds read low; B-score at 10 µM; 0.84% of 340,000 active; AID 602410;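 active = B-score under library mean minus 4 SD, starting fluorescence ratio at most library mean plus 5 SD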;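 note: more negative B-score means stronger inhibition of thallium flux through KCNK3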
Target sequence (O14649 whole entry, looked up): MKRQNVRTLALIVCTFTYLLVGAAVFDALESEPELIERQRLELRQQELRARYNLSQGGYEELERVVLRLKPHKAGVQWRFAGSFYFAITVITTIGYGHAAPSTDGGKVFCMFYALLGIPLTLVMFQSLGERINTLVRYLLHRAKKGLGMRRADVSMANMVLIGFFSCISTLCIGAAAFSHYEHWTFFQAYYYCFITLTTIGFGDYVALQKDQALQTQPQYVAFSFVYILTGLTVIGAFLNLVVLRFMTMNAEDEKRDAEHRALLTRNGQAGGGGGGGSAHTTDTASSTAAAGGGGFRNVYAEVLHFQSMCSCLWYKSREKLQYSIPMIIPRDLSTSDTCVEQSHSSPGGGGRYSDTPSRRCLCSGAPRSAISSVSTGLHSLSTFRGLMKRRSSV
HDAC3 inh: inhibitors of human histone deacetylase 3; O15379; recombinant HDAC3, fluorogenic peptide/trypsin coupled, fluorescence; inhibition, % at 8.3 µM; 0.15% of 320,000 active; AID 2718; in the data active = inhibition above about 26%, passing the limit was not always enough; inconclusive = no clear call, values can overlap the other calls
RGS4 pot: RGS4 potentiation or activation. HEK293 M3R/inducible RGS4, carbachol calcium flux Fluo4; active compounds read low. 0.92% of 310,000 active. B-score at 10 µM;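 active = B-score of the integrated calcium signal more than 4 SD below the library mean, with starting fluorescence not abnormally high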;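 note: negative B-score means reduced calcium response which marks RGS4 activation or potentiation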
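Test system: HEK293 cells with stable M3R and inducible RGS4; also added: carbachol at ECmax as muscarinic agonist stimulus; schedule: dye loading 30 min 37 °C, buffer rest 30 min RT; technique: kinetic calcium fluorescence imaging with Fluo4-AM dye, 2 µM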
PolyA inhibitor: inhibitors of polyadenylation in S. cerevisiae. S. cerevisiae SKY197-pL101 polyadenylation reporter, beta-gal luminescence; efflux-impaired pdr1/pdr3 knockout yeast; score 100 = 6 SD above DMSO. calls only at 12 µM. 0.02% of 300,000 active;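 active = lowest replicate activity score at least 50, where 100 means six control SD above control mean; inconclusive = lowest score under 50 but half or more replicates reach 50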;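 note: yeast exposed to compound for 9 h at 30 °C; higher score means more reporter readthrough which indicates perturbed polyadenylation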
KCNQ1 pot: human KCNQ1 channel potentiation or activation | P51787 | CHO-K1 KCNQ1, thallium flux FluxOR fluorescence; active compounds read high | B-score at 10 µM | 0.35% of 310,000 active | AID 2648;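 active = fluorescence ratio B-score, a plate-corrected score, at least three library SD, with initial intensity B-score within 5 SD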
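assay system = KCNQ1-transfected CHO-K1 cells | medium = assay buffer with matched DMSO | probe or stimulus = depolarizing K+/Tl+ stimulus, K2SO4 and Tl2SO4 each 12.5 mM in 5x stock | dosing = single dose | incubation = dye 90 min, compound 20 min, room temperature | detection = kinetic FluxOR fluorescence, 10 s baseline plus 110 s post-stimulus | evaluation = ratio B score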
GSK3A inh: human GSK-3 alpha kinase inhibition; P49840; ADP-Glo luminescence, 60 min; inhibition, % at 10 µM; 0.1% of 320,000 active; AID 2650;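 in the data active = inhibition above about 50%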;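 note: GST-tagged GSK-3 alpha with peptide substrate and 25 µM ATP; 0% = DMSO neutral wells and 100% = GW8510 positive control wells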
Target sequence (P49840 whole entry, looked up): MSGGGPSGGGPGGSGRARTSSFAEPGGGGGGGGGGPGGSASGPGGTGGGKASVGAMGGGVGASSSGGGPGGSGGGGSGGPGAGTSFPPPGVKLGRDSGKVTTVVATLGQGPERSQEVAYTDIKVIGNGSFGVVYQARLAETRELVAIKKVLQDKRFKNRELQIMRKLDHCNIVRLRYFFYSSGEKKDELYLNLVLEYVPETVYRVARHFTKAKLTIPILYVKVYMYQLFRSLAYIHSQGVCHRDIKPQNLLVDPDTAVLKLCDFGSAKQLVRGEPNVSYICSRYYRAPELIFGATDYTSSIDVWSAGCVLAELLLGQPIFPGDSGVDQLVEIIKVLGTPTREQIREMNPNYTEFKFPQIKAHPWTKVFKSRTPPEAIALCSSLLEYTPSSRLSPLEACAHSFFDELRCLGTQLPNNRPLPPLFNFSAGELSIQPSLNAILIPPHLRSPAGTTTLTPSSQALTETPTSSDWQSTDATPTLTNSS
KCNK9 inh: human KCNK9 channel inhibition | HEK293 KCNK9, FluxOR thallium flux fluorescence; active compounds read low | B-score at 10 µM | 1.2% of 310,000 active | AID 488922;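 active = ratio B-score over 3 SD below the library mean, with starting fluorescence within 5 SD of its mean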;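 note: negative B-score means less thallium flux so channel inhibition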
GSK3B inh: human GSK3beta kinase inhibition. P49841. GST-GSK3beta kinase, ADP-Glo luminescence, 60 min; active compounds read low. activity score (negative = inhibition), % at 10 µM. 0.038% of 300,000 active. AID 2097;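 active = more than half of replicate wells score below -50%, meaning over 50% inhibition versus plate controls; inconclusive = some replicates but at most half score below -50%; inactive = no replicate scores below -50%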;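 note: 0% = median DMSO wells and -100% = median GW8510 positive control wells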
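Assay system: GST-tagged human GSK3beta kinase, cell-free; Input: 1.6 ng GSK3beta; Medium: Tris/MgCl2 kinase buffer; Timing: 60 min enzyme reaction, room temperature; Signal: ADP-Glo luminescence quantifying ADP generated by kinase; Evaluation: score relative to plate controls; Benchmarks: DMSO neutral wells and GW8510 at 20 µM as positive.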
KCNQ1 inh: human KCNQ1 channel inhibition; CHO-K1 KCNQ1, FluxOR thallium flux fluorescence; active compounds read high; B-score at 10 µM; 1.3% of 310,000 active; AID 2642;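 active = compounds whose thallium flux B-score, printed positive for inhibition, exceeds three library SD while starting fluorescence stays within three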;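 note: channel opened by potassium depolarization with thallium stimulus after 20 min compound exposure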
hERG protect: shields human hERG channel from block by proarrhythmic agents; Q12809; CHO-hERG, FluxOR thallium flux, dofetilide IC70 present; activation (rescue from dofetilide block), less the hit threshold, % at 10 µM; 0.51% of 310,000 active; AID 1511;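 active = activation above the mean of controls blocked by dofetilide plus 5 SD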;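 note: thallium influx through hERG after potassium depolarization seen as dye fluorescence rise; in these data hits start at about 4.7%; inactives centre near -7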
Dyrk1A ADPGlo: Dyrk1A (rat) kinase inhibition | AID 504441 | inhibition, % at 12.5 µM | ADP-Glo luminescence, NFATc1 peptide | 0.43% of 310,000 active | Q63470; in the data active = inhibition above about 50%;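 note: plate controls were vehicle with enzyme for no effect and no enzyme for full effect; many of its hits are not listed in these tables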
* marks the source's active call; other numbers are inactive results; i = inactive; ? = inconclusive; . = no result given. The list is partial; rates above refer to the full screens.

SMILES	KCNK3 inh	HDAC3 inh	RGS4 pot	PolyA inhibitor	KCNQ1 pot	GSK3A inh	KCNK9 inh	GSK3B inh	KCNQ1 inh	hERG protect	Dyrk1A ADPGlo
O=C(CCc1ccccc1)NNC(=O)Nc1ccc(F)c(Cl)c1	i	-1.5	i	i	i	-3.7	i	-4.8	i	-13.6	7.4
CCc1nc2sc3c(O)cc(=O)[nH]c3c2cc1C	i	-12.4	i	i	i	0.2	i	1.4	i	-7.0	3.1
O=C(O)CCN1C(=O)C2CCCCC2C1=O (stereo unspecified)	i	-5.8	i	i	i	-7.0	i	0.2	i	-7.4	-8.3
O=C(COc1ccccc1)N1CCN(S(=O)(=O)c2ccc(Br)cc2)CC1	i	-1.1	i	i	i	0.4	i	1.2	i	-5.4	0.4
COc1cccc(-c2nn(Cc3ccccc3)cc2CO)c1	i	6.2	i	i	i	-0.8	i	.	i	-8.3	6.0
CCOc1ccc(S(=O)(=O)NC2CC2)cc1C(N)=O	i	1.7	i	i	i	-1.1	i	-0.1	i	-2.0	-4.0
COc1cc(C2CC(=O)c3c(O)cc(O)cc3O2)ccc1O (stereo unspecified)	i	2.6	i	i	i	2.1	i	-17.1	i	-4.3	20.8
CCOc1ccc(C(=O)Nc2cc(NC(=O)c3ccc(OCC)c(Cl)c3)cc(C(=O)O)c2)cc1Cl	i	.	i	i	i	.	i	0.6	i	-10.2	-1.5
CCN1/C(=C\C=C2\C(=O)N(C)C(=S)N2C)Sc2ccccc21	i	-5.8	i	i	i	1.3	i	-5.4	i	-6.5	-3.2
CCN1C(=O)/C(=C\N(C)C)S/C1=N\S(=O)(=O)c1ccccc1	i	8.8	i	i	i	-2.8	i	0.9	i	-11.0	-1.0
CCc1cc(=S)n2c([nH]c3ccccc32)c1C#N	-9.35*	2.3	i	i	i	6.5	i	1.5	11*	-10.9	32.6
COCCCNC(=O)c1cc2cc3cc(OC)ccc3nc2o1	i	-38.8	i	i	i	-2.7	i	-2.1	i	-4.8	-7.2
C=CCn1c(Cc2ccc(OC(C)C)c(Cl)c2)nnc1SCC(N)=O	i	-3.3	i	i	i	-2.0	i	2.2	i	-5.5	-6.9
Cc1cc2c(C)nc(N/N=C/c3ccc([N+](=O)[O-])cc3)nc2o1	i	-4.9	i	i	i	-0.8	i	-4.1	i	-2.2	1.4
COc1ccc(C2CC(C(F)(F)F)n3nc(C(=O)Nc4c(C)n(C)n(-c5ccccc5)c4=O)c(Cl)c3N2)cc1 (stereo unspecified)	.	-7.3	i	i	i	0.4	i	-1.6	i	-8.6	.
O=C(CN1CCCCC1)Nc1ccc(N2CCCCCC2)cc1	i	3.7	i	i	i	-2.6	i	-0.7	i	-4.4	-2.7
CCCN(CCC)CC(O)CN(c1ccccc1)S(=O)(=O)c1ccc(C)cc1 (stereo unspecified)	i	0.0	i	i	i	-1.0	i	-2.8	i	-24.4	-4.4
C=C(C(=O)Nc1ccccc1)c1ccc(C)cc1	i	-4.0	i	i	i	-4.4	i	2.4	i	-7.1	5.6
O=S(=O)(c1ccccc1)N1CCC(Oc2ccc(-n3cnnn3)cc2)CC1	i	-6.0	i	i	i	0.1	i	-0.2	i	-0.9	2.4
O=C(Cc1cccc(C(F)(F)F)c1)Nc1ccccc1N1CCCC1	i	5.8	i	.	i	-3.6	i	-5.9	i	-2.8	3.8
COc1ccc(C(=O)Nc2ccc(-c3n[nH]c(=S)o3)cc2)cc1	i	-2.2	i	i	i	-1.4	i	-0.8	i	-6.7	2.2
Cc1ccc(S(=O)(=O)Nc2nnc(C(C)(C)C)s2)cc1	i	1.5	i	i	i	-3.7	i	4.7	i	-11.5	-4.0
Cc1ccccc1OCCCC(=O)NCc1ccco1	i	-4.1	i	i	i	-0.8	i	-5.2	i	-11.4	-1.6
O=C(CCN1C(=O)C2C3C=CC(C3)C2C1=O)NCCc1ccccc1Cl (stereo unspecified)	i	-1.2	i	i	i	0.8	i	1.2	i	-3.7	10.3
CCC(C)N(C(=O)CSc1nnc(-c2ccco2)n1C)C1CCS(=O)(=O)C1 (stereo unspecified)	i	0.0	i	i	i	1.1	i	3.0	i	-6.4	11.0
Cn1c(=O)c2c(nc(Cl)n2CC(=O)N2CCCCC2)n(C)c1=O	i	-1.7	i	i	i	-0.3	i	1.6	i	3.7	-0.4
O=C(CCCN1C(=O)/C(=C\c2cccs2)SC1=S)NNC(=O)c1ccncc1	i	-7.5	i	i	i	1.6	i	-0.5	i	-9.1	-0.3
Cc1[nH]c(C(=O)O)c(C)c1C(=O)OC(C)C	i	-3.5	i	i	i	-1.3	i	-1.9	i	-8.9	2.9
CCOc1ccc(N(CC(=O)O)S(=O)(=O)c2ccc(OC)c(OC)c2)cc1	i	3.6	i	i	i	14.0	i	3.2	i	-1.6	3.1
CCN(CC)S(=O)(=O)c1ccc(N=Cc2c(C)c(C#N)c(=O)n(C)c2O)cc1	i	1.5	i	i	i	1.8	i	1.8	i	-9.6	-9.3
COc1ccc(C(=O)n2nnc3ccccc32)cc1Br	i	95.7*	i	i	i	-2.3	i	0.5	i	0.9	2.1
COc1cccc(C(=O)CN2C(=O)C(C)(C)Oc3ccc(C(=O)N4CCOCC4)cc32)c1	i	-2.2	i	i	i	-0.5	i	0.0	i	-3.0	-6.7
Cn1nc(CSc2ccccc2)c(C=O)c1Cl	i	-1.3	i	i	i	-1.5	i	0.9	i	-0.7	-0.4
Cc1cc(NC(=S)NC(=O)CC(C)C)ccc1Br	i	4.9	i	i	i	.	i	-8.3	i	-7.1	5.6
O=S(=O)(c1ccc(Cl)cc1)N1CCCN(c2nc3ccc(Cl)cc3s2)CC1	i	-2.9	i	i	i	0.1	i	-0.9	i	-9.5	.
CCCCCCCCC(=O)N/N=C(\C)c1ccc(O)cc1O	i	?	i	i	i	-7.6	-10.1*	0.7	i	-16.2	1.1

Structures from the list above with an NH in an aromatic ring (4):
SMILES	KCNK3 inh	HDAC3 inh	RGS4 pot	PolyA inhibitor	KCNQ1 pot	GSK3A inh	KCNK9 inh	GSK3B inh	KCNQ1 inh	hERG protect	Dyrk1A ADPGlo
CCc1nc2sc3c(O)cc(=O)[nH]c3c2cc1C	i	-12.4	i	i	i	0.2	i	1.4	i	-7.0	3.1
CCc1cc(=S)n2c([nH]c3ccccc32)c1C#N	-9.35*	2.3	i	i	i	6.5	i	1.5	11*	-10.9	32.6
COc1ccc(C(=O)Nc2ccc(-c3n[nH]c(=S)o3)cc2)cc1	i	-2.2	i	i	i	-1.4	i	-0.8	i	-6.7	2.2
Cc1[nH]c(C(=O)O)c(C)c1C(=O)OC(C)C	i	-3.5	i	i	i	-1.3	i	-1.9	i	-8.9	2.9

New compounds follow.
SMILES	KCNK3 inh	HDAC3 inh	RGS4 pot	PolyA inhibitor	KCNQ1 pot	GSK3A inh	KCNK9 inh	GSK3B inh	KCNQ1 inh	hERG protect	Dyrk1A ADPGlo
COc1ccc(N(CC(=O)Nc2ccc(S(=O)(=O)N3CCCCC3)cc2)S(C)(=O)=O)cc1OC	i	-11.1	i	i	i	0.3	i	0.9	i	-15.2	-1.9
O=C(Cc1ccccc1)NCC(=O)N1CCC2(CC1)NCCc1[nH]cnc12	i	-0.1	i	i	i	0.8	i	2.8	i	-4.7	-2.4
CC1CCN(C(=O)COC(=O)Cn2cnc3c2c(=O)n(C)c(=O)n3C)CC1	i	4.6	i	i	i	-2.5	i	1.5	i	-11.3	.
COc1ccc(N2CCN(C(=O)[C@H](C)NC(=O)c3ccccc3Cl)CC2)cc1	i	0.6	i	i	i	-0.2	i	-0.2	i	-2.2	3.7
Brc1cccc(CSc2nnc(-c3ccncc3)o2)c1	i	4.8	i	.	i	58.8*	i	-70.3*	i	-10.5	25.7
CCN(CC)CC(=O)Nc1sc(C)cc1C(=O)c1ccc(C)cc1	i	8.0	i	i	i	-3.9	i	4.3	7*	-4.5	12.0
CCC1CSC(Nc2ccc(C(=O)/C=C/c3ccc(OC)c(OC)c3)cc2)=N1 (stereo unspecified)	i	-2.3	i	i	i	-1.9	i	-1.6	i	-12.9	-0.4
CNC(=O)c1ccc(CNC(=O)OCC(F)(F)F)cc1	i	11.2	i	i	i	-2.1	i	1.3	i	-5.4	-1.4
O=C(Cc1ccccc1)Nc1ccc(N2CCN(Cc3ccccc3F)CC2)cc1	i	0.0	i	i	i	2.5	i	-1.5	i	-11.8	-0.5
COc1ccc(N2CCN(CCC(N)=O)CC2)cc1	i	-2.6	i	i	i	-0.5	i	-2.2	i	-6.0	3.5
COCC(=O)OCC(=O)Nc1cc(C(C)(C)C)nn1-c1ccccc1	i	-2.3	i	i	i	.	i	2.1	i	-6.2	11.1
O=C1C2C3C=CC(C4CC34)C2C(=O)N1CCc1ccccc1 (stereo unspecified)	i	6.5	i	i	i	0.0	i	1.0	i	-10.0	-6.3
S=c1[nH]nc(CCc2ccccc2)n1-c1ccccc1	i	-9.4	i	i	i	1.5	i	-2.2	i	-5.9	5.5

Among those listed so far, these contain a furan ring, fused or not.
SMILES	KCNK3 inh	HDAC3 inh	RGS4 pot	PolyA inhibitor	KCNQ1 pot	GSK3A inh	KCNK9 inh	GSK3B inh	KCNQ1 inh	hERG protect	Dyrk1A ADPGlo
COCCCNC(=O)c1cc2cc3cc(OC)ccc3nc2o1	i	-38.8	i	i	i	-2.7	i	-2.1	i	-4.8	-7.2
Cc1cc2c(C)nc(N/N=C/c3ccc([N+](=O)[O-])cc3)nc2o1	i	-4.9	i	i	i	-0.8	i	-4.1	i	-2.2	1.4
Cc1ccccc1OCCCC(=O)NCc1ccco1	i	-4.1	i	i	i	-0.8	i	-5.2	i	-11.4	-1.6
CCC(C)N(C(=O)CSc1nnc(-c2ccco2)n1C)C1CCS(=O)(=O)C1 (stereo unspecified)	i	0.0	i	i	i	1.1	i	3.0	i	-6.4	11.0
